# Compound activity from PubChem.
# BLM helicase inh – inhibitors of human Bloom syndrome helicase BLM; recombinant BLM DNA unwinding, fluorescence dequenching; Potency, µM (top dose mostly 56.1 µM), without a hit: top-dose activity change, negative = inhibition, usual class: inhibitors; actives 0.2% (n = 350,000);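 further: plate controls were vehicle for no effect and no enzyme for full effect; nearly all actives have a fitted effect of over 35% in size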
# Target sequence (P54132 whole entry, looked up): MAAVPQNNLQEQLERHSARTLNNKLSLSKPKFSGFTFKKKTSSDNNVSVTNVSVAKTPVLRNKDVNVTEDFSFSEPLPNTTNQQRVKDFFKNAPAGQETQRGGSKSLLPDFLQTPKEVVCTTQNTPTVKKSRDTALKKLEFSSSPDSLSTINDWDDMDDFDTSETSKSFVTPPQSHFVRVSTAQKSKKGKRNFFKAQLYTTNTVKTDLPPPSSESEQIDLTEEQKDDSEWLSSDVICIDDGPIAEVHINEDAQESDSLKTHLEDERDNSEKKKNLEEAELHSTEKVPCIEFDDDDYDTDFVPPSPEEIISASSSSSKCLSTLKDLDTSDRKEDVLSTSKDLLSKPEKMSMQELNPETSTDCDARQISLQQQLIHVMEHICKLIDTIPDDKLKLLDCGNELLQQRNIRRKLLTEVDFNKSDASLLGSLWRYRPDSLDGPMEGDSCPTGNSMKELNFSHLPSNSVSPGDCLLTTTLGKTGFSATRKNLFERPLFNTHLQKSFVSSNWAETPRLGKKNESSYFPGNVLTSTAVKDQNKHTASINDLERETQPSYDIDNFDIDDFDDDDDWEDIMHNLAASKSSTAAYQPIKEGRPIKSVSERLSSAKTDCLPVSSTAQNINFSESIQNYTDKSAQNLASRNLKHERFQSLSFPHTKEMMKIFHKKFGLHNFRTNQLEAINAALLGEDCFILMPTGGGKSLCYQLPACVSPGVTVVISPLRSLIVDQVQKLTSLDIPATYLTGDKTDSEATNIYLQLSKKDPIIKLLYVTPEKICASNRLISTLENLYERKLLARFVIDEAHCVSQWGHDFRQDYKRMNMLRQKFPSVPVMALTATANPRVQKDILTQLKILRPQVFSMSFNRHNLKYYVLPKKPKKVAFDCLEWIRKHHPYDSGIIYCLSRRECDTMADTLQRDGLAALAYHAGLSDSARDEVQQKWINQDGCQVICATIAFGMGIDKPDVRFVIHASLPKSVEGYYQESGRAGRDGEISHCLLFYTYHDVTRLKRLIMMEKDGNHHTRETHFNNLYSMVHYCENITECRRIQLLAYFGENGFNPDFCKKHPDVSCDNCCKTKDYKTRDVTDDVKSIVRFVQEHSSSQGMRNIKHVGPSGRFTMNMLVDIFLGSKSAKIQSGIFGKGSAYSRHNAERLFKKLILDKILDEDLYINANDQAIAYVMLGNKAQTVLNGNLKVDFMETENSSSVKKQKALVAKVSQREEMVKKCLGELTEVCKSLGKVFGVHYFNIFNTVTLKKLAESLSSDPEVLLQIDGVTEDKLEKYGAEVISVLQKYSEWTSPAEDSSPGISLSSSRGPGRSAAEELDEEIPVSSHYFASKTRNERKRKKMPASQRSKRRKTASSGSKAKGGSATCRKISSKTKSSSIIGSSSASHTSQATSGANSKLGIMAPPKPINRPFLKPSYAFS
# HP1b chromo inh – inhibitors of HP1-beta chromodomain binding to methylated histone tails; AlphaScreen HP1-beta / biotin-H3K9me3 peptide binding; Potency, µM (highest dose often 114 µM), for the others: at the highest dose activity change, negative = inhibition, most hits filed as inhibitors; actives 0.56% (n = 390,000); further: nearly all actives have a fitted effect of over 70% in size; inactives centre near 23
#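 Compound inhibition of the preformed complex between 50 nM HP1-beta and 50 nM biotinylated H3K9me3 peptide was read by AlphaScreen. Buffer was PBS pH 7.4 with 0.01% Tween-20. Incubations ran 30 min at room temperature, with 10 ug/mL donor/acceptor beads.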
# BAZ2B block – blocks human BAZ2B; AlphaScreen BAZ2B-H3K14Ac peptide displacement; Potency, µM (doses to about 114 µM), for the others: at the highest dose activity change, negative = inhibition, actives largely listed as inhibitors; actives 4.4% (n = 360,000); Q9UIF8; further: on the % scale 0 is the no-effect control and ±100 the full control effect; nearly all actives have a fitted effect of over 60% in size
#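 Inhibition is scored as reduced AlphaScreen emission. The BAZ2B/b-H3(5-23)K14Ac complex (50 nM each) in PBS pH 7.4, 0.01% Tween-20 meets compound (up to 110 uM) for 30 min at RT before bead addition.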
# POLI inh – inhibitors of human DNA polymerase iota; Q9UNA4; Pol iota fluorescent replication assay, 10 min; Potency, µM (highest dose often 115 µM), inactives show at the top dose activity, negative = inhibition, actives largely listed as inhibitors; actives 1% (n = 390,000); AID 588590
#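 Fluorescent replication assay read twice, at 0 min and 10 min after adding 50 nM (final) substrate. Enzyme (10 nM) and compounds were first incubated 15 min at room temperature; enzyme-free buffer wells were negative controls.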
# Pin1 inh – inhibitors of human Pin1; Q13526; Pin1 FP peptide displacement, HiFluor488, 10 min; Potency, µM (doses to about 115 µM), inactives show at the highest dose activity, negative = inhibition, actives largely listed as inhibitors; actives 0.009% (n = 390,000); AID 504891; active means well fitted inhibition curve with a large enough effect in the polarisation, with a control signal flat, not every such curve was filed as active; inconclusive means small, poorly fitted or top-dose-only effect, or effect the other way, or a change in a side signal; inactive means no such curve, though single readings can be large or run the other way; the % refers to the polarisation; further: on the % scale 0 is the no-effect control and ±100 the full control effect
# JMJD2A Tudor – JMJD2A Tudor domain (human) inhibition; O75164; AlphaScreen JMJD2A-Tudor / H3K4me3 peptide binding; Potency, µM (doses to about 114 µM), inactives show top-dose activity change, negative = inhibition, most hits filed as inhibitors; actives 4.4% (n = 390,000); AID 504339; further: on the % scale 0 is the no-effect control and ±100 the full control effect; nearly all actives have a fitted effect of over 50% in size
# G9a block – G9a (human) methyltransferase inhibition; Q96KQ7; G9a H3K9 monomethylation, AlphaScreen, 2 h; Potency, µM (series often up to 102 µM), without a hit: at the top dose activity, negative = inhibition, actives largely listed as inhibitors; actives 8.8% (n = 350,000); AID 504332; further: on the % scale 0 is the no-effect control and ±100 the full control effect; nearly all actives have a fitted effect of over 75% in size
#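 G9a (20 nM) was preincubated 15 min with compound, then reacted 2 h at room temperature with 500 nM biotin-H3K9 peptide and 20 µM SAM. Monomethyl-H3K9 detected by AlphaScreen using anti-H3K9me1 antibody.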
# Tb PGK inh – blocks T. brucei phosphoglycerate kinase; PGK/GAPDH coupled, Kinase-Glo luminescence, 60 min; actives 0.043% (n = 380,000); P07378; Potency, µM (top dose mostly 57.5 µM), inactives show at the top dose activity change, negative = inhibition, actives largely listed as inhibitors; AID 602233; further: on the % scale 0 is the no-effect control and ±100 the full control effect; nearly all actives have a fitted effect of over 60% in size
#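 Luminescent ATP detection (Kinase-Glo Plus) follows a 60-minute room-temperature incubation, with wells lacking PGK as controls. Buffer: 100 mM TEA (pH 7.6), 5 mM MgCl2, 0.01% Tween-20. Coupling enzyme GAPDH (100 nM final) supplies unstable 1,3-BPG in-well.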
# GLS inhibitor – blocks human kidney-isoform glutaminase activity. O94925. actives 0.21% (n = 410,000). Potency, µM (doses to about 45.5 µM), inactives show at the highest dose activity change, negative = inhibition, hits mostly inhibitors. GLS enzymatic activity, qHTS titration; further: on the % scale 0 is the no-effect control and ±100 the full control effect
#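 Two-point fluorescence kinetic (t0, 30 min RT) for hKGA; glutamate detected via glutamate oxidase–HRP–Amplex Red. Substrate: 1 mM L-glutamine solution; buffer 45 mM KH2PO4, pH 8.2.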
# The depositor's hits bear a star; i = inactive; ? = inconclusive; nt = no result given; & = joins results of further samples; [ ] = remark or other dose. Unless noted, the call rests on the fitted dose curve; in most records, active means well fitted curve in the direction sought with a large enough effect; inconclusive means small, poorly fitted or top-dose-only effect, or another doubt; inactive means no such curve, though single readings can be large; an effect the other way counts as inactive or inconclusive. Potency means the concentration at half of the fitted maximal effect.
SMILES,BLM helicase inh,HP1b chromo inh,BAZ2B block,POLI inh,Pin1 inh,JMJD2A Tudor,G9a block,Tb PGK inh,GLS inhibitor
Cc1ccc(CNC(=O)c2ccc3c(c2)N(Cc2cccc(Cl)c2)C(=O)CS3)cc1,-7%,38%,0%,0%,12%,-11%,1%[59 µM],1%,14%
C=CCc1cc(OC)ccc1OCCN1CC(C)OC(C)C1 (stereo unspecified),-8%,?,28µM*,12%,-14%,5µM*,7.1µM*,-1%,0%
Cc1nn(CCCC(=O)Nc2cccc(C(F)(F)F)c2)c(=O)c2nn(-c3ccccc3)c(C)c12,-2%,17%,-7%,-17%,6%,-12%,-13%[59 µM],-8%,-21%
O=C(Cc1ccc(F)cc1)OCC(=O)c1cc2ccccc2o1,-3%,74%[activator],45%[activator],1%,2%,40%[activator],?,0%,14%
O=C(NCCCn1ccnc1)c1cc2c(ccc3ccccc32)o1,30%,12%,-35%,66%[activator],-2%,-7%,-22%,i,3%
C=Cc1ccc(Cn2c(C(=O)OC)cc3sc(C)cc32)cc1,-6%,112%[activator],-1%,30%[activator],0%,68%[activator],63%[activator][59 µM],nt,4%
COc1ccccc1N1CCN(Cc2ccc(O)c3ncccc23)CC1,0%,-11%,4.5µM*,41%[activator][58.9 µM],10%,13µM*,?,2%,18%
N#Cc1cc2[nH]c3ccccc3c2[n+](-c2ccc([N+](=O)[O-])cc2)c1N,40%[activator],5%,-28%,88%[activator],-6%,-23%,-7%[59 µM],-5%,0%
CCC(=O)N1N=C(c2ccccc2)CC1c1ccccc1 (stereo unspecified),-2%,26%,4%,45%[activator],1%,2%,-9%,-6%,-12%
O=C(CCNS(=O)(=O)c1ccc(Cl)cc1)N1CCN(Cc2ccccc2)CC1,-3%,32%,?,15%,4%,-9%,?,i,-15%

# Ordered by heavy-atom count (lowest first): 5 of the compounds above.
SMILES,BLM helicase inh,HP1b chromo inh,BAZ2B block,POLI inh,Pin1 inh,JMJD2A Tudor,G9a block,Tb PGK inh,GLS inhibitor
CCC(=O)N1N=C(c2ccccc2)CC1c1ccccc1 (stereo unspecified),-2%,26%,4%,45%[activator],1%,2%,-9%,-6%,-12%
C=CCc1cc(OC)ccc1OCCN1CC(C)OC(C)C1 (stereo unspecified),-8%,?,28µM*,12%,-14%,5µM*,7.1µM*,-1%,0%
O=C(Cc1ccc(F)cc1)OCC(=O)c1cc2ccccc2o1,-3%,74%[activator],45%[activator],1%,2%,40%[activator],?,0%,14%
N#Cc1cc2[nH]c3ccccc3c2[n+](-c2ccc([N+](=O)[O-])cc2)c1N,40%[activator],5%,-28%,88%[activator],-6%,-23%,-7%[59 µM],-5%,0%
COc1ccccc1N1CCN(Cc2ccc(O)c3ncccc23)CC1,0%,-11%,4.5µM*,41%[activator][58.9 µM],10%,13µM*,?,2%,18%

# Later entries:
SMILES,BLM helicase inh,HP1b chromo inh,BAZ2B block,POLI inh,Pin1 inh,JMJD2A Tudor,G9a block,Tb PGK inh,GLS inhibitor
Cc1ccc2c(c1)N=C(c1ccc(F)cc1)CO2,-5%,138%[activator],65%[activator],5%,-2%,40%[activator],30%,-19%,-8%
O=C(NCc1nc2ccccc2[nH]1)c1cccc(S(=O)(=O)N2CCCC2)c1,1%,38%,6%,9%,0%,-5%,-26%,0%,2%
O=C(Nc1nc(-c2ccccc2)cs1)c1ccc2c(c1)S(=O)(=O)c1ccccc1C2=O,-7%,19%,-9%,3%,-2%,-10%,22%[59 µM],-3%,0%
Cc1cccc(NS(=O)(=O)Cc2ccccc2)n1,6%,39%[activator],6%,-5%,4%,-10%,-10%[59 µM],i,-11%
O=C(O)CCc1ccc(-c2ccc(F)cc2)n1CC(=O)O,-4%,21%,-2%,?,5%,-29%,45µM*,-1%,5%
COc1ccc(C(=O)C2CCCN(Cc3cccn3-c3ccccn3)C2)c(OC)c1 (stereo unspecified),18%,10%,-27%,3%,1%,-22%,?,-7%,-7%
CC(=O)/C(=C/N(C)C)Sc1ccc(C)cc1,-3%,29%,12%,2%,3%,5%,-35%[59 µM],-7%,6%
Cc1cc(=S)n(-c2ccccc2)n1C,-1%,37%[activator],-32%,-13%,1%,10%,?,-7%,-4%
CCOC(=O)c1c(NC(=O)c2cc(OC)c(OC)c(OC)c2)sc2c1CCCC2,-1%,42%[activator],2%,33%[activator],2%,-16%,-4%[59 µM],i,-4%
COC(=O)CCCC(=O)NC1CC(C)(C)Cc2c1cnn2-c1ccc(C)cc1 (stereo unspecified),-3%,33%,11%,63%[activator],-5%,-23%,7%,-8%,3%
Cc1nc(-c2cccnc2)sc1C(=O)Nc1ccc(C(F)(F)F)cc1,-4%,30%,7%,20%,34%[activator],-10%,9%[59 µM],-3%,1%
CCOC(=O)c1cccc(NC(=O)Cn2nc3c(cc2=O)CCCC3)c1,-2%,12%[57 µM],3%,7%,17%,-14%,10%[59 µM],4%,-13%
COc1ccc(N2C(=O)CS(=O)(=O)C23C(=O)N(Cc2ccc(C)cc2)c2ccccc23)cc1Cl (stereo unspecified),-5%,21%,2%[57.1 µM],8%,?,-17%,?,-3%,3%
O=C(Nc1ccc(-c2nnc3n2CCCCC3)cc1)c1ccco1,4%,11%,7%,8%,0%,-14%,14%[59 µM],i,-4%
CCCOC(=O)C1=C(C)NC2=C(C(=O)C(C(=O)OC)C(C)C2)C1c1ccc(N(C)C)cc1 (stereo unspecified),-9%,-22%,?,10%,0%,?,45µM*,-9%,0%
Cc1cc2c(cc1S(=O)(=O)CCC(=O)NCc1ccccc1)OCC(=O)N2,1%&-10%,23%&16%,-2%&6%,-11%&19%,-5%&1%,-2%&-8%,26%,1%,-16%&-13%
COc1cccc(N2CCN(CC(=O)Nc3nc(C)c(C(=O)N(C)C)s3)CC2)c1,-1%,5%,8%,15%,1%,-16%,0%,4%,17%
O=S(=O)(NN=C1CCCCC1)c1ccccc1,-7%,43%,-35%,-5%,-9%,4%,?,-5%,2%
CCCSc1nnc(N2C(=O)CC(c3ccsc3)C3=C2CCCC3=O)s1 (stereo unspecified),-4%,50%[activator],1%,5%,2%,-2%,-9%[59 µM],6%,2%
COC(=O)c1ccc2nc(Nc3nc4ccc(F)cc4s3)sc2c1,-7%,40%[activator],8%,-1%,22%,2%,10%,i,7%
O=C(COC(=O)c1ccccc1NC(=O)c1ccco1)Nc1ncc(Cl)cc1Cl,-5%,25%,-2%,-2%,36%[activator],-15%,?,-9%,3%
COc1ccccc1NC(=O)c1cc(OC)c(OC)cc1[N+](=O)[O-],-1%,8%,13%,133%[activator],-3%,-13%,10%,-9%,-6%
Cc1cc(NC(=O)Nc2cccc(Cl)c2)n(C(C)(C)C)n1,2%,14%,8%,15%,-2%,-1%,-1%,-3%,9%
COC(=O)CCNC(=O)Cc1c(C)n(C(=O)c2ccc(Cl)cc2)c2ccc(OC)cc12,-4%,4%,-20%,96%[activator],0%,-25%,50µM*,-1%,1%
COc1cccc(C(=O)/C=C/Nc2ccc(S(=O)(=O)Nc3onc(C)c3C)cc2)c1,-6%,19%,?,10%,2%,-16%,?,-6%,0%
C=C(C)c1cccc(C(C)(C)NC(=O)N2CCC(C(N)=O)CC2)c1,-2%,50%[activator],2%,13%,0%,-11%,11%,-9%,15%
CCOc1ccccc1NC(=O)c1ccc2c(c1)C(=O)N(C(C)(C)C)C2=O,3%,77%[activator],7%,163%[activator],-3%,-5%,-2%[0.501 µM],-2%,-2%
Cc1ccc(C(=O)NCC(=O)OCC(=O)Nc2cc(S(=O)(=O)N3CCOCC3)ccc2Cl)s1,nt,20%,nt,44%[activator],-3%,-29%,nt,i,-6%
COc1ccc(NC(=O)CSc2nc(-c3ccccc3)cc(-c3cc(OC)c(OC)c(OC)c3)c2C#N)c(OC)c1,-6%,12%,-9%,-19%,22%,-26%,?,-1%,11%
CCO[C@H]1OC(C(=O)NCc2ccccc2)=C[C@@H](C2CC2)[C@@H]1CCCO,-2%,30%,11%,13%,5%,4%,29%[12.7 µM],i,-14%
COc1ccc2c(c1)C(=O)Cc1ccccc1O2,nt,30%,nt,-12%,6%,1%,nt,0%,23%
CC(C)c1nc2ccc(C(=O)Nc3ccccc3F)cc2o1,3%,21%[57 µM],-1%,26%,-1%,-8%,-4%[59 µM],-11%,27%
NC(=O)c1ccc(NC(=O)C#Cc2ccccc2)cc1,-6%,23%,-21%,-21%,2%,-12%,36%,12%,5%
O=C(NC(=S)Nc1ccccc1Br)C1CCCCC1,nt,18%,nt,-3%,-9%,-8%,nt,i,1%
Cc1ccc(N2CCN(/N=C/C(Cl)=C/c3ccccc3)CC2)cc1,1%,23%,-11%,80%[activator],0%,-23%,1%,-9%,1%
COC(=O)c1c(SCc2cccc3ccccc23)nc(=O)[nH]c1C,-2%,3%,-25%,14%,-4%,-19%,34%[12.7 µM],-10%,1%
C=CCN1CCN(C(c2cccc(OC)c2OC)c2nnnn2CCC(C)C)CC1 (stereo unspecified),-2%,42%[activator],?,148%[activator],-2%,-5%[57.1 µM],-8%,6%,2%
COC(=O)c1cccc(NC(=O)CSc2nnc(C)o2)c1,1%,-1%,7%,38%[activator],-12%,10%,15%,-3%,-2%
Brc1ccc(C2Nc3cccc4cccc(c34)N2)cc1,nt,?,nt,39%[activator],2%,?,nt,-11%,-1%
COc1ccc(/C=N/NC(=O)CNC(=O)c2ccc(S(=O)(=O)N3CCOCC3)cc2)c(OC)c1,0%,18%,7%,27%,-7%,-18%,6%[59 µM],-6%,-10%
Cc1cc(C)nc(SCc2nnc(SCC(=O)Nc3nccs3)n2C)n1,-11%,51%[activator],-5%,-3%,-2%,24%[11.4 µM],15%[59 µM],3%,-16%
O=c1c(C(c2ccc(Br)cc2)c2c(O)nc3n(c2=O)CCCS3)c(O)nc2n1CCCS2,-1%,45%[activator],-6%,?,3%,-3%,?,-6%,25%
CCCCCCCc1c(C#N)c(N)[nH]c(=S)c1C#N,-1%,7%,?,130%[activator],0%,-28%,?,-13%,0%

# Some of the compounds tested; count on the stated rates, not on these rows.
